S3 lipid droplet = qHTS Assay for Lipid Storage Modulators in Drosophila S3 Cells; Drosophila S3 cells, BODIPY lipid droplet fluorescence, 18-24 h; cells fed with added oleic acid; Potency in µM for hits, for the others lipid storage change, negative = inhibition, % at the top dose, mostly 46.1 µM; hit rate 0.64% among 320,000; AID 2685; active = well fitted inhibition curve with a large enough effect in the signal ratio, with a control signal flat, not every such curve was filed as active; inconclusive = small, poorly fitted or top-dose-only effect, or effect the other way, or a change in a side signal; the % refers to the signal ratio
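Drosophila S3 cells got compounds at several concentrations plus oleic acid (400 uM solution). Laser-scanning cytometry with 488 nm excitation read lipid droplets at 500-530 nm and cells at 575-640 nm. Percent activity was relative to 20 uM Triacsin C.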
S3 lipid droplet cell count max = also measured in S3 lipid droplet; calls as there; cell number change, %; measured here: cell count max response;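 cells counted by Cell Tracker Red CMTPX staining in the red channel; peak over a dose series mostly up to 46.1 µM; percent activity relative to internal control wells on each plate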
An asterisk follows results filed as active; i = inactive; u = inconclusive; x = not tested or not shown; [ ] = another dose, or the depositor's remark. % is set by controls: 0 for no effect and ±100 for the full control effect; potency is the fitted concentration of half-maximal effect.

entry | S3 lipid droplet | S3 lipid droplet cell count max | structure
1 | 12% | -7 | Cn1c(NC(=O)C[n+]2cc(-c3ccccc3)n3c2CCC3)cc(=O)n(C)c1=O
2 | -6% | 9 | O=C(c1ccncc1)N1CCN(C2CCCCC2)CC1
3 | u | x | CCCn1c(=O)c(C(=O)Nc2c(C)n(C)n(-c3ccccc3)c2=O)c(O)c2ccccc21
4 | u | x | CCOC(=O)C(NC(=O)c1ccccc1)=C(C)C
5 | 0% | x | c1ccc(-c2cc(-c3ccccc3)on2)cc1
6 | u | x | Cc1cc(=O)n2[nH]c(N)c(N=Nc3ccccc3F)c2n1
7 | u | x | O=C(NNS(=O)(=O)c1ccc(Cl)cc1)c1sccc1-n1cccc1
8 | u | x | CN1CCN(c2c(F)cc3c(=O)c(C(=O)O)cn4c3c2OCN4C)CC1
9 | 4% | 13 | CCCC(=O)Nc1nnc(-c2ccccc2)o1
10 | 4% | 3 | CC(C)CC(=O)c1c[nH]c(C(=O)O)c1
11 | 7% | 13 | CCN(c1ccccc1)S(=O)(=O)c1cccc(C(=O)NCc2ccccc2CN2CCOCC2)c1
12 | -20% | -10 | CN(C)c1cc[n+](CC(=O)c2ccc(-c3ccccc3)cc2)cc1
13 | -7% | -10 | O=C(CSc1nnc(-c2ccc(Cl)s2)o1)N1CCc2ccccc21
14 | u | x | COc1ccc(CN2CCC(=O)N([C@H](CO)Cc3ccccc3)CC2)cc1
15 | u | x | CC(C)CNS(=O)(=O)c1ccc(CCC(=O)N2CCN(Cc3ccc4c(c3)OCO4)CC2)cc1
16 | 6% | 24 | COc1cc2c(cc1NC(=O)CSc1ccccc1)oc1ccccc12
17 | 2% | 13 | COc1ccc(C(=O)NCCN2CCOCC2)cc1OC
18 | u | x | CCSc1cc(N2CCCC2)nc(-c2ccccc2Cl)n1
19 | 15%[9.22 µM] | 23 | Cc1ccc(-c2nc(C#N)c(N3CCCCC3)o2)cc1
20 | i | -10 | COc1ccc(OCC(=O)Nc2ccc3c(c2)nc(CCN2CCCC2)n3C)cc1
21 | u | x | Cc1ccc(S(=O)(=O)Nc2cc3c(C(=O)Nc4ccccc4)c(C)oc3c3ccccc23)cc1
22 | 14% | 16 | CCN(CC)CCN(C(=O)CN1C(=O)c2ccccc2C1=O)c1nc2cc3c(cc2s1)OCO3
23 | -9% | 12 | C#CCOCCOCCOCCNc1nc(N2CCN(C(=O)[C@H]([C@@H](C)CC)n3cc([C@@H](N)CO)nn3)CC2)nc(N2CCN(C(=O)[C@H](CCCCN)n3cc([C@@H](N)C(C)CC)nn3)CC2)n1 (stereo partly specified)
24 | 4% | 16 | O=C(O)C1CC1C(=O)N1CCN(c2ccc(Cl)c(Cl)c2)CC1 (stereo unspecified)
25 | u | x | Cc1csc(SCC(=O)c2c(N)n(C)c(=O)n(C)c2=O)n1
26 | i | -7 | O=C(Nc1cccc(N2C(=O)C3C4C=CC(C4)C3C2=O)c1)c1cccs1 (stereo unspecified)
27 | -13% | -17 | COc1ccccc1Cc1nnnn1CC(=O)O
28 | u | x | Cc1cc(C(=O)CSc2ccc(F)cc2)cc(C)c1O
29 | -16% | -14 | O=C(CC1N=C(Cc2ccccc2)NNC1=O)N/N=C/c1ccc([N+](=O)[O-])cc1 (stereo unspecified)
30 | u | x | O=C(NCc1ccc(Cl)cc1)C1CCN(C(=O)Cc2ccccc2)CC1
31 | i | 24 | O=C(CBr)Nc1c2c(nn1-c1ccccc1)CSC2
32 | u | x | O=C(Nc1ccc(Cl)c(Cl)c1)Nc1ccccc1O
33 | u | x | COc1ccc(CC(=O)n2[nH]c(=O)ccc2=O)cc1OC
34 | -18% | -25 | Cc1cc(C(=O)N/N=C/c2ccc(OC(=O)c3ccccc3Br)cc2)n[nH]1
35 | u | x | S=c1[nH]nc(-c2ccccc2Br)n1Cc1ccccc1
36 | -3% | -5 | COC(=O)c1ccc(COC(=O)CCC(=O)c2cccs2)cc1
37 | u | x | COc1ccc(-c2nnc(-c3cccnc3)o2)cc1OC
38 | u | x | CCOC(=O)/C(C#N)=C/Nc1cc(OC)ccc1OC
39 | u | x | Cn1c(=O)n(C)c2cc(N3CCCCC3)c(NC(=O)c3cccc(Cl)c3)cc21
40 | -1% | -1 | CC(=O)C1=C(O)C(=O)N(Cc2cccnc2)C1c1ccc(C(C)C)cc1 (stereo unspecified)
41 | 9% | 0 | COc1ccccc1-c1cn[nH]c1-c1ccc(OCc2ccc([N+](=O)[O-])cc2)cc1O
42 | u | x | COc1ccc(C(=O)NCCN2CCCC2)cc1
43 | u | x | O=C(/C=C/c1ccc(Cl)cc1)NCc1cccs1
44 | -2% | -3 | COc1ccccc1NC(=O)c1ccc(NC(=O)c2cc3c(s2)CCC3)cc1
45 | i | x | CC(=O)Nc1sc(C)c(C)c1CN1CCN(S(=O)(=O)c2ccccc2)CC1
46 | u | x | O=C(NCc1ccco1)c1ccc(CS(=O)Cc2ccc(Cl)cc2)o1 (stereo unspecified)
47 | -9% | -14 | Cc1ccc(S(=O)(=O)NCC(=O)N(CC2CCCO2)C(C(=O)NCC2CCCO2)C(C)C)cc1 (stereo unspecified)
48 | 17% | -4 | O=C(Cc1ccccc1Cl)Nc1cc(S(=O)(=O)N2CCOCC2)ccc1N1CCOCC1
49 | u | x | OCCNc1ccc(Cl)cc1
50 | 9% | 7 | COc1ccccc1C1C(C(C)=O)=C(O)C(=O)N1CCc1ccccc1 (stereo unspecified)
51 | -10% | 1 | Cc1ccc(OCC(=O)Nc2ccc(Cl)cc2)c(-n2nc3ccccc3n2)c1
52 | u | x | Cc1ccc(CCC(=O)Nc2ccc(C)c(C)c2)o1
53 | u | x | Brc1ccc(OCCCN2CCOCC2)cc1
54 | i | 1 | CCC(=O)N1CCCc2cc(S(=O)(=O)N3CCC(N4CCCCC4)CC3)ccc21
55 | 17% | 17 | O=C(c1cc(C2CC2)nn1-c1ccccc1)N1CCN(S(=O)(=O)c2cccc(F)c2)CC1
56 | u | x | O=S1(=O)N=C(SCCO)c2ccccc21
57 | 3% | 2 | CCC(C)(C)NC(=O)C(c1cccn1C)N(Cc1ccccc1)C(=O)Cn1nnc2ccccc21 (stereo unspecified)
58 | -19% | -17 | CC(=O)n1c2c(c3ccccc31)OC(N)=C(C#N)C2c1cccc(Cl)c1Cl (stereo unspecified)
59 | u | x | Cn1c(SCC(=O)NC(C)(C)C)nnc1-c1ccc(C(C)(C)C)cc1
60 | u | x | Cc1ccc(-n2nnc3c(=O)n(Cc4cccc(C)c4)cnc32)cc1

(listing goes on)
entry | S3 lipid droplet | S3 lipid droplet cell count max | structure
61 | i | 14 | COc1ccccc1OC(=O)CN1C(=O)c2ccccc2C1=O
62 | u | x | O=C(c1ccc([N+](=O)[O-])cc1[N+](=O)[O-])N1CCN(C(=O)C2CCCO2)CC1 (stereo unspecified)
63 | 6% | 2 | COc1ccc(CCNC(=O)CCC2COc3ccccc3O2)cc1OC (stereo unspecified)
64 | 14% | 2 | CCOC(=O)C1=C(CS(=O)(=O)c2ccccc2)NC(=O)NC1c1ccc(OC)c(OC)c1 (stereo unspecified)
65 | u | x | COCCNc1nc(SCc2ccccc2)nc2sc3c(c12)CCC3
66 | u | x | Cc1cccc2c1OCC/C2=N\NC(=O)COc1ccccc1Cl
67 | u | x | COc1ccc(OCC2c3cc(OC)c(OC)cc3CCN2C(=O)C(C)C)cc1 (stereo unspecified)
68 | u | x | CC(NC1c2ccccc2-c2ccccc21)c1ccccc1 (stereo unspecified)
69 | -17%[9.22 µM] | -16 | Cc1ccc(S(=O)(=O)N(C)CC(=O)OCC(=O)N2CC(=O)Nc3ccccc32)cc1
70 | u | x | Cc1ccc(/C=N/n2c(C3CCCCC3)n[nH]c2=S)cc1
71 | 8% | 0 | CNc1nc2c(N)ncnc2n1[C@H]1O[C@@H](CO)[C@H](O)[C@@H]1O
72 | 2% | 1 | Cc1cc(-c2ccccc2)nc(N2CCC(C(=O)NCc3ccccc3Cl)CC2)n1
73 | u | x | CC1CC(=O)N(CC(=O)NCc2ccccc2)c2ccccc2S1(=O)=O (stereo unspecified)
74 | u | x | COc1ccc(/C=C/C(=O)N2CCN(c3ccccn3)CC2)cc1
75 | i | x | Cc1ccc(CS(=O)Cc2ccc(C(=O)N3CCN(c4ccccc4)CC3)o2)cc1 (stereo unspecified)
76 | u | x | C/C(=N\O)C1CCCCC1
77 | u | x | O=C(NCN1CCc2ccccc2C1)c1cnccn1
78 | i | x | CCOc1ccc(C2NC(=O)NC(C)=C2C(=O)OC)cc1C (stereo unspecified)
79 | u | x | COc1cc(NC(=O)COn2nnc3ccc(S(C)(=O)=O)cc32)cc(OC)c1
80 | u | x | COC(=O)Cc1ccc(OC(=O)CCS(=O)(=O)c2ccc(Cl)cc2)cc1
81 | u | x | COC(=O)c1cc(OC)c(OC)cc1NC(=S)N1CCN(C/C=C/c2ccccc2)CC1
82 | 8% | -1 | CCc1ccc(NC(=O)c2ccc3ncsc3c2)cc1
83 | 20%[9.22 µM] | 11 | O=C(c1cc(-c2ccc(O)cc2)on1)N1CCCc2ccccc21
84 | u | x | COC(=O)c1sc(NC(=O)CSc2n[nH]c(N)n2)c(C(=O)OC)c1C
85 | 6% | -1 | Cc1ccc(NC(=O)c2c(C(F)(F)F)nn(C)c2Cl)cc1C
86 | u | x | Cc1ccccc1-c1nnc(Cc2ccccc2)o1
87 | i | -16 | CC(C)(C)c1cc(C(=O)N/N=C/c2cc3c(cc2Br)OCO3)n[nH]1
88 | i | 24 | COc1cccc(NC(=O)c2ccc(NS(=O)(=O)c3cccs3)cc2)c1
89 | u | x | Cc1cnc(C(=O)OCc2ccc(COC(=O)c3cnc(C)cn3)cc2)cn1
90 | i | x | CCn1cc(/C=N/NS(=O)(=O)c2ccc(C)cc2)c(C)n1
91 | 22% | -6 | Cn1c(=O)c2c(nc(CN3CCC(C(N)=O)CC3)n2Cc2c(F)cccc2Cl)n(C)c1=O
92 | i | 6 | Cn1c(N)c(Sc2ccc([N+](=O)[O-])cc2)c(=O)n(C)c1=O
93 | 11% | 9 | Cc1cccc(NC(=O)CNC(=O)CN2CCN(C)CC2)c1C
94 | u | x | CCCCc1cc(=O)oc2cc(C)cc(OC(C)C(=O)NCc3ccccn3)c12 (stereo unspecified)
95 | u | x | Cc1ccc(S(=O)(=O)N2CCN(C(=O)CCCOc3ccc(Cl)cc3C)CC2)cc1
96 | u | x | CN(C(=O)COC(=O)CNC(=O)c1sc2ccccc2c1Cl)c1ccccc1
97 | u | x | O=C(Cn1cnc([N+](=O)[O-])c1)Nc1cc(Oc2ccc(Cl)cc2Cl)cc([N+](=O)[O-])c1
98 | i | x | Cn1c(N)c(C(=O)COC(=O)COc2ccccc2C#N)c(=O)n(C)c1=O
99 | 0% | 9 | CCCCN1CNC(=S)N(c2ccc(C(=O)OCC)cc2)C1
100 | 16% | 17 | CCCS(=O)(=O)N1CCCC(C(=O)NCCc2cccc(C)c2)C1 (stereo unspecified)
101 | u | x | CCOC(=O)c1ccc(NC(=O)C2CCCO2)cc1 (stereo unspecified)
102 | -6% | 1 | O=C(CSC1=NCCS1)N1CCN(c2ccc(Cl)cc2)CC1
103 | 4% | 3 | CCOC(=O)N1CCN(C(=O)CSCC(=O)Nc2nc(-c3ccc(Cl)s3)cs2)CC1
104 | -13% | -17 | O=C(CNc1cccc2ccccc12)c1ccc([N+](=O)[O-])cc1
105 | 7% | 2 | CC(C)(C)c1ccc(NC(=O)CON=C(N)c2ccccc2)cc1
106 | -16% | x | Cn1c(N2CCOCC2)cc(=O)n(C)c1=O
107 | u | x | Nc1cc(-c2ccco2)no1
108 | -4% | 2 | COc1ccc(CNC(=O)COC(=O)c2c(NC(C)=O)sc(C)c2C)cc1
109 | u | x | C[C@H](NC(=O)NCCc1ccccc1)C(=O)O
110 | u | x | O=C(OCC#CCSc1nnc(-c2cccc3ccccc23)o1)c1cccc2[nH]ccc12
111 | i | 7 | O=C(NCc1cccnc1)c1cc(S(=O)(=O)N2CCCC2)c(Cl)cc1Cl
112 | -8% | -1 | COc1ccc(-c2nc3n(n2)C(c2cccnc2)C(C(N)=O)=C(C)N3)cc1 (stereo unspecified)
113 | 14% | -15 | Cc1cc(Br)cc(C)c1OCCCCN(C)C
114 | 5% | 6 | CCN(C(=O)COC(=O)CC(C)c1ccccc1)c1c(N)n(Cc2ccccc2)c(=O)[nH]c1=O (stereo unspecified)
115 | -5% | -7 | O=C(N/N=C/c1cc(Br)ccc1O)c1ccccc1Cl
116 | u | x | O=C(c1ccc(F)cc1)C1CCN(CCn2c(=S)[nH]c3ccccc3c2=O)CC1

Source: PubChem

Only part of the results is shown. The share of hits here may be higher or lower than overall.
